# Screening results as filed in PubChem.
# MsrA inhibitor – bovine MsrA inhibition. purified bovine MsrA, absorbance read-out. 360,000 tested, 0.75% active. inhibition, % at 15.5 µM. AID 651718; in the data active = inhibition above about 4.5%;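 also: 0% = vehicle wells with enzyme and 100% = reference inhibitor wells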
# STEP inh – inhibitors of human striatal-enriched phosphatase STEP; AID 588621; inhibition, % at 20 µM; recombinant STEP, OMFP fluorogenic substrate, fluorescence; P54829; 360,000 tested, 0.25% active;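 active = inhibition at 20 µM, scaled per plate between control wells, above about 37%, limit read from the data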;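 also: 0% = DMSO with enzyme and substrate and 100% = substrate only without enzyme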
#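 Assay system: isolated STEP enzyme / Timing: 20 min at room temperature, dark / Doses: 20 µM, 1% DMSO / Technique: fluorescence intensity, excitation 480 nm, emission 540 nm / Reagent: fluorogenic phosphatase substrate OMFP at 25 µM final / Measure: percent inhibition scaled to no-enzyme and uninhibited-enzyme controls, plate-pattern corrected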
# CendR NRP1 mod – modulators of CendR peptide binding to human neuropilin-1; O14786; FAM-RPARPAR peptide binding to NRP-1, fluorescence polarization; inhibition, % at 25 µM; 360,000 tested, 0.85% active; AID 602438;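 active = inhibition or corrected inhibition above about 18%, plus a signal ratio from 0.5 to 1.5, limit read from the data, passing the limit was not always enough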; also: strong numbers were not always called active
# Target sequence (O14786 whole entry, looked up): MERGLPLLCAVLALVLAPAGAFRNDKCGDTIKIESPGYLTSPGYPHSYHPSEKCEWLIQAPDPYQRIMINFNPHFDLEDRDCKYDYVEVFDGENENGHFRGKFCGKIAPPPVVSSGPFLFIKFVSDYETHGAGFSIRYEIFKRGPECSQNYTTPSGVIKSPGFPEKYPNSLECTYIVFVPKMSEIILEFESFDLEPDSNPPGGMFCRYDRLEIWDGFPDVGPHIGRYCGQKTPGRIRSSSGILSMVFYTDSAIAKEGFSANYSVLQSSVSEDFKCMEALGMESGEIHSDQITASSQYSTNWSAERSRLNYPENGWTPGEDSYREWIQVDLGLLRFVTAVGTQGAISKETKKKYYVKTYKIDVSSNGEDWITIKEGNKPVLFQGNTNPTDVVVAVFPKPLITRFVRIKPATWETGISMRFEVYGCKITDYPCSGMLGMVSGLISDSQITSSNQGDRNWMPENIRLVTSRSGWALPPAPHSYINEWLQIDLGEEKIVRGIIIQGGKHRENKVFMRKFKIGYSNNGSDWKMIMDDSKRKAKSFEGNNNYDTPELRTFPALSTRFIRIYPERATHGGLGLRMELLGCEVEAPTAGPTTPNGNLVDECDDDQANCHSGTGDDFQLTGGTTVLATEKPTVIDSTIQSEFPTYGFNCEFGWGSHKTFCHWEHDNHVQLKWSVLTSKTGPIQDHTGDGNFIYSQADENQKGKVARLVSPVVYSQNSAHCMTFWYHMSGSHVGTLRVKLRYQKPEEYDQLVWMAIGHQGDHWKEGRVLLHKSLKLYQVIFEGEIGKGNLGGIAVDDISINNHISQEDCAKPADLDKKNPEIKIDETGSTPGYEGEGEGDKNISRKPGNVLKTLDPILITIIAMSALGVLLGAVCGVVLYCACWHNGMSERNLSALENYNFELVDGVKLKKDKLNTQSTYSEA
# bovine MsrA act – activators of bovine methionine sulfoxide reductase A; purified bovine MsrA, absorbance read-out; activation, % at 10.6 µM; 360,000 tested, 0.3% active; AID 602163; in the data active = activation above about 7.5%;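 also: 0% = vehicle and 100% = reference activator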
# DNMT1 inh – inhibitors of human DNMT1; P26358; DNMT1 molecular beacon, Hinp1I cleavage, fluorescence; inhibition (reported as % activation of signal), % at 10 µM; 360,000 tested, 0.83% active; AID 588458; in the data active = inhibition above about 50%
# LMPTP block – blocks human LMPTP phosphatase; inhibition, % at 20 µM; recombinant LMPTP-A, OMFP fluorogenic substrate, fluorescence intensity; P24666; 360,000 tested, 0.22% active;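 active = compounds that cut the enzyme signal by at least half of the control window in the single-dose screen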;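 also: plate controls were DMSO wells with enzyme plus substrate for no effect and substrate without enzyme for full effect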
#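 Test system – LMPTP-A phosphatase enzyme · Quantity – 0.625 nM LMPTP-A final · Reagent – OMFP substrate, 400 µM final · Dosing – one test concentration per compound, 20 µM, with 3% DMSO overall · Timing – 50 min enzyme reaction at room temperature, protected from light · Detection – fluorescence intensity · Controls – substrate-only low control, DMSO enzyme-plus-substrate high control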
# SUMO1-SIM PPI – alters human SUMO1 binding to SIM partners | P63165 | 360,000 tested, 0.33% active | inhibition, % at 20 µM | AID 602429 | SUMO1 binding to a labelled peptide, TR-FRET, 1 h; in the data active = inhibition above about 37%
# Target sequence (P63165 whole entry, looked up): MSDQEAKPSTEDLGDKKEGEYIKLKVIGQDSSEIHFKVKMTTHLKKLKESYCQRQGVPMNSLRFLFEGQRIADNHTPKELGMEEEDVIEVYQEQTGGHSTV
# Scp1 inh – Scp-1 (human) phosphatase inhibition | Q9GZU7 | Recombinant Scp1, phosphopeptide, malachite green phosphate absorbance | inhibition, % at 20 µM | 340,000 tested, 0.88% active;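 active = inhibition above about 50% at 20 µM, limit read from the data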;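 also: plate controls were DMSO wells with enzyme for no effect and wells lacking enzyme for full effect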
#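 Test system: SCP-1 phosphatase catalytic domain, residues 76-261; measured by: colorimetric phosphate reagent with accelerator and stabiliser, absorbance at 630 nm; timing: enzyme reaction 45 min at room temperature, colour 5 min, stabilisation 30 min; also added: Phosphorylated 17-residue peptide substrate; compound dosing: one concentration, 20 µM, with 1.0% DMSO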
# eLon inh – inhibits E. coli Lon protease | P0A9M0 | purified E. coli Lon protease, fluorescence polarization | inhibition, % at 7.94 µM | 360,000 tested, 0.42% active | AID 602123; in the data active = inhibition above about 13%, passing the limit was not always enough;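 also: 0% = enzyme with probe and DMSO and 100% = no enzyme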
# TbMetRS inhib – Trypanosoma brucei MetRS inhibition | purified T. brucei MetRS, ATP depletion, Kinase-Glo luminescence | inhibition, % at 11.9 µM | 360,000 tested, 0.4% active;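 active = inhibition above a per-plate cutoff of the control wells' mean inhibition plus 3 SD, cut at about 5.5% in these data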;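 also: 0% = DMSO wells median and 100% = median of wells with control inhibitor compound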
#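 System: purified T. brucei MetRS enzyme / Detection: Kinase-Glo luciferase luminescence reporting remaining unconsumed ATP / Medium: HEPES buffer with MgCl2, KCl, DTT, spermine, BSA, pyrophosphatase / Replication: singlicate, one well per compound / Evaluation: percent inhibition relative to median high and low control wells / Schedule: 2 h aminoacylation at 25 °C after 15 min preincubation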
# Numbers without * were called inactive; · = no result given. Compounds were not picked by outcome; about 4.3% have a hit in one of these screens.
CendR NRP1 mod	LMPTP block	Scp1 inh	SUMO1-SIM PPI	TbMetRS inhib	bovine MsrA act	DNMT1 inh	eLon inh	MsrA inhibitor	STEP inh	canonical_smiles
-3	0.4	15	1	-0.3	-2	-1	0	0.1	-4	COc1ccccc1COCC(O)CN1CCCCC1CO (stereo not drawn)
18	-2.0	0	3	-0.2	1	5	-1	-0.5	-6	O=C(Nn1cnc2ccccc2c1=O)c1ccccc1Cl
0	-0.9	-2	1	-1.8	-7	5	-1	1.0	-2	CCOc1ccc(S(=O)(=O)N2CCN(C)CC2)c(C)c1C
-3	-1.1	-12	-19	0.2	-1	-1	-7	1.7	2	O=C(CCCC(=O)N1CCN(c2ccc([N+](=O)[O-])cc2)CC1)c1ccccc1
11	-1.0	-7	4	-2.1	-2	-4	5	-0.9	2	CCOC(=O)CN1C(=O)CC(c2ccccc2)C1=O (stereo not drawn)
-7	3.3	-7	-9	0.2	1	7	-9	-0.8	1	Cc1nn2c3c(cnc2c1-c1ccccc1)C(=O)CC(c1ccco1)C3 (stereo not drawn)
-1	-0.8	-6	1	0.0	-3	0	-3	-1.1	-2	CCCCCCCc1c(C)nc(N2CCOCC2)[nH]c1=O
-3	-2.5	-10	-3	0.3	-4	2	1	3.0	0	Oc1c(Br)cc(/C=N/NC(=S)NCc2ccco2)cc1Br
-19	1.3	-8	-27	0.3	-2	3	3	-0.2	0	CC(=O)Nc1ccc(-c2cc(-c3ccc(NC(C)=O)cc3)nc(-c3ccccc3)n2)cc1
5	3.3	0	6	-0.8	-11	-4	1	1.7	1	O=C(Nc1nc(-c2ccccc2)c(-c2ccccc2)o1)c1ccc(F)cc1
0	-0.6	-8	2	-0.2	1	-1	-6	1.0	-1	COc1ccc(C2CC(c3ccc(F)cc3)Nc3nc(N)nn32)cc1OC (stereo not drawn)
0	0.1	0	0	-0.5	-3	-3	-9	-2.7	2	CCN(CC(=O)NCc1ccc(Cl)cc1)C(=O)NCc1ccc(Cl)cc1
-2	0.6	-4	2	-0.4	-3	3	0	-0.9	-1	Cc1cc(C)nc(N2CCN(C(=O)CCC(=O)Nc3nnc(C(C)C)s3)CC2)n1
-1	0.5	7	3	-0.4	-8	-1	3	-0.5	2	C[C@@]12CCC=C[C@H]1[C@H](c1ccoc1)N(Cc1ccccc1)C2=O
-6	0.9	-3	-10	-0.2	-4	-6	-11	2.4	4	CS(=O)(=O)N1CCN(c2ccccc2NC(=S)NC(=O)c2ccccc2[N+](=O)[O-])CC1
-2	2.6	-11	-8	-0.5	-4	-5	1	2.2	-1	O=C(OC1CCOC1=O)c1cc(-c2cccc(Br)c2)nc2ccccc12 (stereo not drawn)
-2	0.2	-3	0	0.2	-4	66*	-1	1.5	-1	CC(=O)c1ccc(N2CCN(C(=O)Cc3n[nH]c(=O)c4ccccc34)CC2)cc1
0	0.8	-14	5	-0.3	-1	-2	5	-0.1	3	O=C(Nc1cnn(C23CC4CC(CC(C4)C2)C3)c1)c1cnn2cccnc12
0	1.9	-6	0	-0.2	3	1	0	0.8	-1	COc1cccc(-c2nc(CCl)cs2)c1OC
7	-0.3	0	-1	-0.6	-4	1	6	0.3	-3	CC(=O)Nc1c2c(nn1-c1ccc(Cl)cc1)CSC2

# Ordered by molecular weight (smallest number first): part of the list above.
CendR NRP1 mod	LMPTP block	Scp1 inh	SUMO1-SIM PPI	TbMetRS inhib	bovine MsrA act	DNMT1 inh	eLon inh	MsrA inhibitor	STEP inh	canonical_smiles
0	1.9	-6	0	-0.2	3	1	0	0.8	-1	COc1cccc(-c2nc(CCl)cs2)c1OC
-1	-0.8	-6	1	0.0	-3	0	-3	-1.1	-2	CCCCCCCc1c(C)nc(N2CCOCC2)[nH]c1=O
7	-0.3	0	-1	-0.6	-4	1	6	0.3	-3	CC(=O)Nc1c2c(nn1-c1ccc(Cl)cc1)CSC2
18	-2.0	0	3	-0.2	1	5	-1	-0.5	-6	O=C(Nn1cnc2ccccc2c1=O)c1ccccc1Cl
0	-0.9	-2	1	-1.8	-7	5	-1	1.0	-2	CCOc1ccc(S(=O)(=O)N2CCN(C)CC2)c(C)c1C
5	3.3	0	6	-0.8	-11	-4	1	1.7	1	O=C(Nc1nc(-c2ccccc2)c(-c2ccccc2)o1)c1ccc(F)cc1
0	0.8	-14	5	-0.3	-1	-2	5	-0.1	3	O=C(Nc1cnn(C23CC4CC(CC(C4)C2)C3)c1)c1cnn2cccnc12
0	-0.6	-8	2	-0.2	1	-1	-6	1.0	-1	COc1ccc(C2CC(c3ccc(F)cc3)Nc3nc(N)nn32)cc1OC (stereo not drawn)
-3	-1.1	-12	-19	0.2	-1	-1	-7	1.7	2	O=C(CCCC(=O)N1CCN(c2ccc([N+](=O)[O-])cc2)CC1)c1ccccc1
0	0.1	0	0	-0.5	-3	-3	-9	-2.7	2	CCN(CC(=O)NCc1ccc(Cl)cc1)C(=O)NCc1ccc(Cl)cc1
-2	2.6	-11	-8	-0.5	-4	-5	1	2.2	-1	O=C(OC1CCOC1=O)c1cc(-c2cccc(Br)c2)nc2ccccc12 (stereo not drawn)
-19	1.3	-8	-27	0.3	-2	3	3	-0.2	0	CC(=O)Nc1ccc(-c2cc(-c3ccc(NC(C)=O)cc3)nc(-c3ccccc3)n2)cc1
-3	-2.5	-10	-3	0.3	-4	2	1	3.0	0	Oc1c(Br)cc(/C=N/NC(=S)NCc2ccco2)cc1Br
-6	0.9	-3	-10	-0.2	-4	-6	-11	2.4	4	CS(=O)(=O)N1CCN(c2ccccc2NC(=S)NC(=O)c2ccccc2[N+](=O)[O-])CC1

# (next part)
CendR NRP1 mod	LMPTP block	Scp1 inh	SUMO1-SIM PPI	TbMetRS inhib	bovine MsrA act	DNMT1 inh	eLon inh	MsrA inhibitor	STEP inh	canonical_smiles
-42	-0.8	-1	2	-0.5	-6	-5	-14	1.2	1	O=C(NC(=S)Nc1ccccc1O)c1cncc(Br)c1
1	-0.4	·	-4	0.1	·	·	·	-0.5	·	CCCc1nc2ccccc2n1C(CCSC)C(=O)NC(C)(C)C (stereo not drawn)
-2	-1.5	-4	-14	0.2	4	-2	-1	-0.6	2	O=C(NCc1cccc(C(F)(F)F)c1)C1CC(c2ccccc2[N+](=O)[O-])=NO1 (stereo not drawn)
-2	1.1	-7	-3	0.4	2	-6	-4	0.3	-4	COC(=O)Nc1ccc(Oc2ccccc2)cc1
15	2.0	0	4	-0.2	-1	-10	10	-0.3	0	S=C1NC[C@H](Cc2ccccc2)N1CCCCC1CCCCC1
3	4.2	-8	-28	-0.4	-6	-3	-7	-0.3	2	CC1CC(C)CN(CCCNC(=O)C2CCN(c3nnc(-n4cccc4)s3)CC2)C1 (stereo not drawn)
2	1.7	-8	-36	-0.1	-1	-6	-7	0.5	0	O=[N+]([O-])c1ccccc1C=NNc1ccccc1
0	-0.2	-7	0	-0.4	1	0	7	0.4	-2	CN(CC(=O)NCCc1ccc(S(N)(=O)=O)cc1)S(=O)(=O)c1ccc(Br)s1
6	-1.2	-9	-1	0.0	10*	7	-4	0.4	-1	CC1=C(C#N)C(c2ccc(O)cc2)C2=C(CC(C)(C)CC2=O)N1 (stereo not drawn)
8	-0.8	·	12	-0.2	-5	-2	-4	-0.3	-3	CN(Cc1ccccc1)N=Nc1ccccc1
4	-1.6	·	13	0.0	-4	1	-8	-1.5	0	COc1ccc(CCN2CC(C(=O)NCc3cnn(C)c3)CCC2=O)cc1 (stereo not drawn)
8	0.5	0	0	-0.3	0	-7	1	-1.2	-2	COc1ccc(C(=O)NCc2nnc(SCC(=O)N3CCc4ccccc43)n2C2CCCCC2)cc1
2	-2.1	-7	-3	0.0	-1	-3	-5	0.2	-2	CC(Cc1cccs1)NC(=S)Nc1ccc(F)cc1 (stereo not drawn)
12	0.1	1	-4	-0.5	-2	-5	2	-0.8	2	Cc1cc(C)cc(OCc2ccc(C(=O)NN)o2)c1
-23	-1.0	3	6	-0.1	-3	2	-2	3.6	0	Cc1ccc2nc(N3C(=O)CNC3=S)sc2c1
3	-0.1	-8	0	-0.2	-1	0	5	-0.4	-1	COCCCNC(=O)c1ccc(CS(=O)(=O)c2ccc(OC)cc2)o1
10	0.7	2	0	0.1	-2	-1	7	-0.8	-2	CCOc1ccc(S(=O)(=O)Nc2cccc(C(=O)NCC3(N4CCCCC4)CCCCC3)c2)cc1
-5	6.7	-2	-106	-0.5	-4	-4	8	-0.7	7	CC1CN(c2ccc([N+](=O)[O-])c(NCCOc3ccc(Cl)cc3)c2)CC(C)N1 (stereo not drawn)
6	-2.4	-6	0	-1.4	-13	7	-9	-0.7	2	Cc1ccc(C)c2[nH]c(=O)c(CCNC(=O)c3ccc4c(c3)OCO4)cc12
1	1.1	-7	-10	0.8	-2	-2	-8	0.4	-1	Cc1ccc(Cl)cc1N1CCN(C(=O)c2noc(C)c2[N+](=O)[O-])CC1
-2	-0.1	1	0	0.7	-1	0	5	0.9	-2	Cc1csc(NC(=O)CNS(=O)(=O)c2cccs2)n1
-10	-1.0	3	0	-0.2	14*	7	-9	·	-2	CCC(=O)N1CCc2cc(Br)cc(S(=O)(=O)CCC(=O)NCc3ccco3)c21
-8	-0.4	-6	11	-0.1	-1	-2	-7	0.5	0	CC1CCCCN1C(=O)CN1CCN(S(=O)(=O)c2ccc(Br)cc2Cl)CC1 (stereo not drawn)
3	1.5	-12	0	-0.2	-3	-4	7	0.3	0	N#C/C(=C/Nc1ccccc1F)S(=O)(=O)c1ccc(Cl)cc1
5	-2.6	4	2	-0.8	-10	6	4	-0.2	-1	O=C(CNc1ccc2ccccc2c1)NNC1=NCCC1
14	-0.8	-5	4	-0.4	-4	-2	7	0.6	0	O=C(CN1C(=O)C2CCCCC2C1=O)OCC(=O)c1ccc(F)cc1 (stereo not drawn)
14	4.8	4	-4	-0.2	-2	-2	-6	-0.7	2	C(=N\Nc1nc(N2CCCCCC2)nc(N2CCCCCC2)n1)/c1ccccc1
-6	-0.8	-3	-1	-0.3	-2	-4	-7	·	4	O=C(NCc1cccnc1)c1cc(-c2ccco2)on1
